Statin myotox sup – suppressors of simvastatin-induced myotoxicity in C2C12 myotubes. ATP luminescence, 48 h; scaled: DMSO 0, geranylgeraniol control 100. rescue of ATP level, % at 7.49 µM. actives 0.78% (n = 330,000);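 active = mean ATP rescue above about 67%, or every replicate alone reaching that limit, limit read from the data, passing the limit was not always enough; inconclusive = no clear call, values can overlap the other calls; inactive = mean under the limit and some replicate under it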;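 also: myotubes were challenged with 10 µM simvastatin during compound exposure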
SIRT5 block – sirtuin-5 (human) deacylase inhibition; Q9NXA8; Purified SirT5, succinyl-peptide AMC, trypsin-coupled fluorescence; inhibition, % at 15 µM; actives 1.1% (n = 330,000); in the data active = inhibition above about 15%; inconclusive = no clear call, values can overlap the other calls
Target sequence (Q9NXA8 whole entry, looked up): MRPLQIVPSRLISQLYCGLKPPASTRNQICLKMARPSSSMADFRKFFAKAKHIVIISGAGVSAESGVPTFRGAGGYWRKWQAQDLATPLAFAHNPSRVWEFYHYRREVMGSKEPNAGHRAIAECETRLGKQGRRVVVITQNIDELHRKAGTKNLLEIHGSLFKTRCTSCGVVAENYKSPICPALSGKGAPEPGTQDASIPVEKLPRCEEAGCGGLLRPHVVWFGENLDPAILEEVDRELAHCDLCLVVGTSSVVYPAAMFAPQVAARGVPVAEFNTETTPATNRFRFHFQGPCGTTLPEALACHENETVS
LGR2 inh – inhibitors of bursicon-induced Drosophila LGR2 receptor cAMP signaling | AID 720647 | HEK293 LGR2, CRE-luciferase, bursicon-stimulated, 4 h | actives 0.35% (n = 380,000) | inhibition, % at 9.99 µM;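 active = drop in luminescence signal, shown as inhibition above about 50% in the replicate tests, limit read from the data, passing the limit was not always enough; inconclusive = probably only some replicates passing the limit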;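 also: agonist challenge used bursicon conditioned medium at about half maximal strength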
esBAF inh – inhibitors of esBAF chromatin remodeling in mouse ES cells; Bmi1-luciferase knock-in reporter, 24 h; 100% = twice the neutral-well signal; reporter increase, % at 12.5 µM; actives 2% (n = 350,000); AID 602393; in the data active = activation above about 40%; inconclusive = no clear call, values can overlap the other calls;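 also: 0% = median of the plate's neutral control wells and 100% = double that signal; a rise in the Bmi1 reporter signal indicates esBAF inhibition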
FN deposition inh – fibronectin deposition inhibition; AH1F fibroblasts, Alexa488-fibronectin deposition fluorescence, overnight; inhibition, % at 12.6 µM; actives 0.086% (n = 350,000);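 active = mean inhibition across replicates of 30% or more, regardless of how many single replicates reach that level; inconclusive = mean under 30% yet at least half of replicates reach 30%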;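 also: positive control wells lacked labelled fibronectin entirely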
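test system = AH1F fibroblasts assembling fluorescent fibronectin matrix | quantity = 10000 AH1F cells per well | buffer or medium = DMEM plus 2% serum, read in PBS | doses = single dose, pinned | incubation = 1 h cell attachment, overnight exposure to compound and label | detection = fluorescence at 485 nm excitation, 525 nm emission | read-out basis = inhibition from reduced deposited-fibronectin fluorescence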
S100A4 MyoIIA – S100A4-myosin IIA interaction inhibition | P26447 | S100A4/TAMRA-MyoIIA peptide fluorescence polarization | inhibition, % at 10.7 µM | actives 0.14% (n = 360,000) | AID 652163;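 active = mean inhibition of at least 70% across replicates, with every replicate also reaching that level; inconclusive = mean inhibition reaches 70% but some replicates fall short; inactive = mean inhibition below 70%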
Target sequence (P26447 whole entry, looked up): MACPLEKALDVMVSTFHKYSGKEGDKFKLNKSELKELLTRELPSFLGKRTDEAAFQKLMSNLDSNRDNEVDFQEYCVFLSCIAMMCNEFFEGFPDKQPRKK
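Material: S100A4 monomer (human). Medium: Calcium-containing HEPES buffer, pH 7.2. Probe or stimulus: labelled myosin peptide probe, 5 nM. Compound dosing: one concentration per compound. Timing: polarization read 5 min after assay mix addition, stable 5–60 min. Benchmarks: DMSO as neutral control, TFP as positive control.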
Casp6 inh – caspase-6 (human) enzyme inhibition. purified caspase-6, Z-VEID-R110 cleavage fluorescence. inhibition, % at 12.5 µM. actives 0.53% (n = 350,000);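 active = mean inhibition across replicates at least about 35%, with every replicate also reaching that limit, limit read from the data; inconclusive = only one of the two criteria met; inactive = neither criterion met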;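 also: 0% = median of neutral control wells and 100% = no fluorescence left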
Target sequence (P55212 24-179 limits assumed): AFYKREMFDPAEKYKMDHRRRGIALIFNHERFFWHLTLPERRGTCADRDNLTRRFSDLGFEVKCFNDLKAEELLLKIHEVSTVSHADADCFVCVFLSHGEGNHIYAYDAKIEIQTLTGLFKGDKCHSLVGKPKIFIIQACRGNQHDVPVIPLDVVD
Target sequence (P55212 194-293 limits assumed): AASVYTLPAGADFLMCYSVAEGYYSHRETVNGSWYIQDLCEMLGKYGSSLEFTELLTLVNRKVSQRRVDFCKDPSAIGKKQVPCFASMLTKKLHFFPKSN
* = called active by the depositor; u = inconclusive; x = no result given; & = joins results of further samples. Only part of the results is shown. The share of hits here may be higher or lower than overall.

Below each compound: SIRT5 block	esBAF inh	S100A4 MyoIIA	LGR2 inh	FN deposition inh	Statin myotox sup	Casp6 inh
Fc1cccc(CN2[C@@H]3CNC[C@H]2C3c2ccc(-c3ccncc3)cc2)c1 (some centres not stated)
 : 3.2&-0.2	x	-3.5&-5.2	4.6&6.5	8.8&-1.5	x	2.9&-1.8
Cc1cc(C)c(S(=O)(=O)c2ccccc2C)c(OCC(C)(C)C)n1
 : x	3.9	x	16.3	x	9.0	x
CN(CCC1CCCCO1)C(=O)CCc1nnc(C2CCCCC2)o1 (configuration not stated)
 : -2.4	54.8*	-0.7	-66.8	-2.6	6.1	-4.2
CN1CCC(OC(=O)C23CCC(C)(C(=O)O2)C3(C)C)CC1 (configuration not stated)
 : x	-3.0	-0.3	16.6	-1.5	7.6	4.5
Cc1ccc(S(=O)(=O)N(C)CC(=O)OCC(=O)c2c(N)n(C)c(=O)n(C)c2=O)cc1
 : -1.4	-6.0	-1.0	-5.6	x	-5.9	-0.1
Cc1cccc(NC(=S)N2CCC(c3nc4ccccc4o3)CC2)c1
 : -3.2	x	-1.7	8.0	-2.9	x	3.2
COc1ccccc1CNC(=O)[C@H](C)NC(=O)C1CCN(C(=O)[C@@H](N)Cc2ccccc2)CC1
 : -2.0	5.9	-4.1	9.8	x	-0.8	-5.2
CO[C@@H]1CN(C)C(=O)c2cc(NS(C)(=O)=O)ccc2OC[C@@H](C)N(C(=O)C2CCCC2)C[C@@H]1C
 : -6.1	0.6	6.9	-16.1	-1.1	-1.1	1.5
O=C(C[C@H]1CC[C@@H]2[C@H](COC[C@H](O)CN2CCC(F)(F)F)O1)NCc1ccc2c(c1)OCO2
 : -0.3	-2.6	-1.3	-3.1	5.3	19.6	2.8
COCC(=O)NC[C@@H]1[C@@H](c2ccc(C3=CCCC3)cc2)[C@H](CO)N1C(C)=O
 : x	-2.8	x	-4.3	-6.8	-9.3	x
Cc1nc2ccccc2c2oc(C(=O)NCC3COc4ccccc4O3)cc12 (configuration not stated)
 : x	-15.8	-2.2	-23.8	-32.3	-44.3	0.5
O=C(c1ccc(N2CCCCC2)c([N+](=O)[O-])c1)N1CCN(S(=O)(=O)c2ccccc2)CC1
 : -2.1	x	-1.1	7.4	7.8	x	2.3
COc1ccc2c3c(n(C)c2c1)[C@H](CO)N(C)CC31CCN(C(=O)c2ccccc2F)CC1
 : 0.7	x	1.5	-19.2	-6.5	x	-0.8
Cc1noc(C)c1S(=O)(=O)Nc1cccc2c1O[C@H](CN(C)Cc1ccc3c(c1)OCO3)[C@H](C)CN([C@H](C)CO)C2=O
 : 8.7	-3.4	2.4	-0.4	x	27.4	0.8
COC(=O)CC1=NN(c2ccc(OC)cc2)C(=O)/C1=C\c1ccc(Cl)cc1
 : -4.2	x	-5.5	3.7	-10.7	x	2.0
COc1cccc2c1OC1(CCN(C(C)C)CC1)N1N=C(c3cccnc3)CC21 (configuration not stated)
 : 1.6	x	-1.5	-24.9	-0.6	x	-0.9
Cc1onc(-c2ccccc2)c1C(=O)NC(=S)Nc1sc2c(c1C#N)CCC(C)C2 (configuration not stated)
 : -2.0	x	-2.4	-2.1	-0.5	x	-1.7
O=C1CCCC2=C1C(c1cccs1)n1ncnc1N2 (configuration not stated)
 : x	-5.1	x	6.5	x	5.6	x
CCOc1ccc(N(CC(=O)N2CCCC2)S(=O)(=O)c2c(C)noc2C)cc1
 : x	4.4	-0.4	-26.8	-1.4	13.4	2.9
Cc1ccc(Cc2c(-c3ccc(C)cc3)nc3c4ccccc4ccn23)cc1
 : -3.6	4.9	-9.8	-25.0	-3.5	8.9	-1.8
COC(=O)[C@H](Cc1ccccc1)NC(=O)[C@@]1(C)C[C@@H]1[C@@H](NC(=O)OCc1ccccc1)c1ccccc1
 : x	-4.4	21.9	-4.7	-2.2	14.2	4.1
Clc1cccc(Cl)c1Cn1nnc(N2CCCC2)n1
 : -2.2	u	1.4	x	-2.6	2.2	1.3
COc1cccc(-c2nc(NC3CCCC3)c3ccccc3n2)c1O
 : -1.9	-1.5	-0.6	-5.8	6.9	-9.7	-1.6
COCCCn1c(SCC(=O)Nc2sc3c(c2C#N)CCCC3)nnc1-c1ccncc1
 : -4.6	4.8	-2.6	-1.3	x	-1.4	6.2
CC(O)[C@H]1CN=C(N)N1CC(C)(C)C (some centres not stated)
 : x	-3.7	3.0	-8.4	21.1	-2.6	5.6
CCOC(=O)Cc1csc(NC(=O)CN2C(=O)c3ccccc3C2=O)n1
 : -4.5	x	-2.1	x	-4.5	x	0.7
N#Cc1nc(-c2ccco2)oc1NCc1ccco1
 : x	-1.9	x	x	1.4	-3.3	x
Cc1cc(=O)oc2cc(NS(=O)(=O)c3ccc(F)cc3)ccc12
 : -77.4	x	-5.9	-10.5	5.4	x	-2.3
CC1CCC(N2CCN(c3ccc([N+](=O)[O-])cc3)CC2)CC1 (configuration not stated)
 : x	-5.3	-1.3	-15.6	-0.3	-8.5	-2.4
O=C(Nc1ccccc1Cl)c1cc(C2CCCN(C(=O)c3cccc(O)c3)C2)on1 (configuration not stated)
 : -0.4	-2.0	1.5	-12.7	x	0.6	1.9
O=C(NCCCn1ccnc1)/C(=C\c1cccs1)NC(=O)c1cccs1
 : -5.3	3.1	-0.5	13.2	-1.1	-7.0	-30.6
CCOC(CCNC(=O)c1cc2c(=O)[nH]c3ccccc3c2s1)OCC
 : 0.8	x	1.3	-17.7	6.5	x	-3.3
COCCN(C(=O)CCc1nnc(CCc2c[nH]c3ccccc23)o1)C(C)C
 : -3.2	x	-1.8	2.0	7.4	x	1.8
CN1C(=O)c2cc(NC(=O)Cc3ccccc3)ccc2OC[C@H]2O[C@@H](CC(=O)NC3CCC3)CC[C@H]21
 : -3.8	0.3	-3.0	0.7	-0.6	7.9	-0.4
O=C(OCC(=O)N1CCCC1)c1cccc(Br)c1
 : -4.4	0.7	-2.1	-29.7	-1.3	-6.8	2.6
Cc1cc(CN2CCN(CC(=O)Nc3cc(C(F)(F)F)ccc3-n3cncn3)CC2)no1
 : -2.1	-8.6	-2.1	-6.1	-7.8	-17.9	-1.4
CC1CCCN(CC(O)COc2ccc3c(c2)OCO3)C1 (configuration not stated)
 : -6.1	x	-3.2	-1.8	11.0	x	-7.5
Cc1c(C(=O)NCCN2CCCC(O)C2)oc2c(F)cccc12 (configuration not stated)
 : -2.1	x	1.6	-11.4	x	x	0.1
CCc1ccc(OCC(=O)N(C)CCC#N)c(Br)c1
 : x	-5.5	x	x	-3.7	-18.9	x
CC1(C)CC(=O)C(C=NCCCO)=C(O)C1
 : x	-3.4	x	x	1.0	12.9	x
CC(C)NC(=O)N(C)C[C@@H]1Oc2c(NS(=O)(=O)c3cccs3)cccc2C(=O)N([C@@H](C)CO)C[C@H]1C
 : -3.7	-8.5	-1.5	-2.3	-2.6	-11.1	-4.9
Cc1ccc(-c2nc3cccnc3s2)cc1NS(=O)(=O)c1ccc2c(c1)CCCC2
 : -1.9	3.0	-2.9	-14.6	x	-3.1	-1.6
O=C(NC1CCN(Cc2ccccc2Cl)CC1)c1ccccc1
 : -1.8	5.0	-0.9	2.7	1.4	-7.2	x
CCc1nc(-n2[nH]c(=O)c3ccccc3c2=O)c2c3c(sc2n1)CCCC3
 : x	2.7	x	x	3.8	-7.0	x
COc1ccc(CN(C)C[C@@H]2OCCCC[C@@H](C)Oc3ccc(N(C)C)cc3C(=O)N([C@@H](C)CO)C[C@H]2C)cc1
 : -4.0	-4.0	11.4	-27.5	x	33.4	-5.9
Cc1ccc2c(c1)c1nnc(SCC(=O)Nc3cccc(Cl)c3C)nc1n2CC(=O)O
 : 2.4	x	0.2	14.0	x	x	-2.4
COc1ccc(-c2ccc(CCC(=O)O)n2NC(=O)c2ccc(C(C)(C)C)cc2)cc1
 : -7.8	11.3	-5.8	1.9	-3.5	6.9	10.1
CC(=O)c1ccc(S(=O)(=O)N2CCN(c3ccnc4cc(Cl)ccc34)CC2)cc1
 : -6.6	-0.1	-3.7	8.5	-5.4	-32.2	2.5
O=S(=O)(c1ccccc1F)N1CC[C@@H]2[C@H]1c1cc(-c3ccc(F)cc3)ccc1N[C@@H]2CO
 : 5.0	1.7	2.3	8.7	5.5	-9.1	1.9
CC(=O)N1[C@H](CO)[C@@H](c2ccccc2)[C@@H]1CN(C(=O)c1ccc(F)cc1)C(C)C
 : -1.5	0.1	2.4	-0.2	-7.7	-6.5	x
COc1ccc2c3c(n(C)c2c1)[C@H](CO)N(C(=O)Nc1ccc(F)cc1)CC31CCN(C(=O)CC2CC2)CC1
 : 4.9	x	-11.7	10.5	x	x	2.6
O=C(Cn1c(=O)n(-c2cccc(C(F)(F)F)c2)c(=O)c2sccc21)NCC1CCCO1 (configuration not stated)
 : 3.3	4.4	0.4	12.0	-5.4	-15.5	0.2
COc1ccc(N2CCN(C(=O)c3ccc(COc4ccc([N+](=O)[O-])cc4)o3)CC2)cc1
 : -1.8	6.2	-16.2	-1.0	2.7	-3.8	2.2
C[C@@H]1CCCCO[C@H](CN(C)Cc2ccc(C(=O)Nc3ccccc3N)cc2)[C@@H](C)CN([C@H](C)CO)C(=O)c2cc(NS(=O)(=O)c3cccs3)ccc2O1
 : x	-14.7	5.8	-9.9	x	-68.8	-2.0
CCOC(=O)C1CCN(C(=O)c2cccnc2Oc2ccc(Cl)cc2)CC1
 : x	-5.5	3.7	0.9	3.3	-6.4	0.3
CO[C@@H]1CN(C)C(=O)c2ccc(NC(=O)c3cccc(F)c3)cc2OC[C@@H](C)NC[C@@H]1C
 : -5.1	0.6	-1.9	-12.8	2.4	-1.4	-3.0
CCC1(C)CC(CCN(Cc2ccco2)C(C)=O)(c2ccccc2)CCO1 (configuration not stated)
 : -2.4	x	-4.1	32.2	x	x	7.3
CCc1cccc(C)c1NC(=O)CC1Oc2ccc(C)cc2NC1=O (configuration not stated)
 : 0.5	-1.8	-4.7	-5.4	-2.8	-5.4	-3.1
Cc1cccc(-n2c(CNC(=O)c3ccc(S(=O)(=O)N4CCCC4)cc3)n[nH]c2=S)c1
 : -2.8	x	-1.8	4.5	x	x	0.5
O=C1C(=O)c2ccccc2C(O)=C1CC=C(Cl)Cl
 : x	x	11.4	9.5	5.4	x	11.1

Going on with the list.
Below each compound: SIRT5 block	esBAF inh	S100A4 MyoIIA	LGR2 inh	FN deposition inh	Statin myotox sup	Casp6 inh
CN1C2C=C3C(C#N)=C(N)C(C#N)(C#N)[C@H](c4c(F)cccc4F)[C@H]3C1CC2 (some centres not stated)
 : x	-3.7	x	-19.0	x	16.0	x
CCn1c(COc2ccccc2)nc2ccccc21
 : x	58.0*	x	-14.2	x	17.5	x
Cc1cccnc1C(NC(=O)C1CCN(Cc2ccc(Cl)c(Cl)c2)CC1)c1ccc(Cl)cc1 (configuration not stated)
 : 0.1	6.1	1.3	19.4	x	-3.2	-1.8
CN(CC(=O)Nc1cccc(F)c1)CC(=O)N(C)CC(=O)Nc1ccccc1Br
 : -1.9	-5.9	0.9	2.8	1.6	-1.6	-7.3
COc1cccc(CNC(=O)CN2C(=O)NC(c3ccccc3)(c3ccccc3)C2=O)c1
 : 0.0	0.6	0.4	5.4	-2.5	27.0	3.8
COc1ccccc1NC(=O)N(C)C[C@H]1Oc2ncc(Br)cc2C(=O)N([C@@H](C)CO)C[C@@H]1C
 : -3.3	1.7	5.7	-1.5	x	1.3	0.1

Exported with tabs: entries from further up.
SMILES	SIRT5 block	esBAF inh	S100A4 MyoIIA	LGR2 inh	FN deposition inh	Statin myotox sup	Casp6 inh
COc1cccc(CNC(=O)CN2C(=O)NC(c3ccccc3)(c3ccccc3)C2=O)c1	0.0	0.6	0.4	5.4	-2.5	27.0	3.8
COc1ccccc1NC(=O)N(C)C[C@H]1Oc2ncc(Br)cc2C(=O)N([C@@H](C)CO)C[C@@H]1C	-3.3	1.7	5.7	-1.5	x	1.3	0.1

Screening data as filed in PubChem BioAssay.
